Screening results as filed in PubChem.
Pf Dd2 growth: inhibitors of Plasmodium falciparum Dd2 growth | P. falciparum Dd2 growth, SYBR Green, 72 h | Potency, µM (titrated, usually from 28.9 µM), inactives show top-dose activity, negative = inhibition, most hits filed as inhibitors | actives 4.3% (n = 120,000) | AID 1347417; active = well fitted inhibition curve with a large enough effect; inconclusive = small, poorly fitted or top-dose-only effect; inactive = no such curve, though single readings can be large or run the other way;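 note: plate controls were DMSO vehicle for no effect and reference drug for full effect; nearly all actives have a fitted effect of over 65% in size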
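Infected erythrocytes (Dd2, 0.3% parasitemia, 2.5% hematocrit final) are added to compound in RPMI-1640/Albumax II medium, grown 72 h at 37C in low oxygen, then lysed with saponin/Triton-X containing SYBR Green and read by fluorescence.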
Starred values were filed as active, the others as inactive; i = inactive; ? = inconclusive; [ ] = dose if it differs, or a comment. Potency is the fitted concentration of half-maximal effect.

SMILES | Pf Dd2 growth
O=C1CN(C(=O)COc2ccccc2)C(c2ccc(F)cc2)c2cc(Br)ccc2N1 (configuration not stated) | i
CC(=O)c1ccc(NC(=O)NC[C@H]2C[C@@H]3CCN2C[C@@H]3CN(C)Cc2ccccc2)cc1 | ?
Cc1noc(C)c1-c1cc(-c2cccnc2)cn2cncc12 | ?
CS(=O)(=O)c1cccc(-c2nnc(NC(=O)c3ccc4c(c3)OCCO4)o2)c1 | 17%
Cc1cc2c(cc1NS(=O)(=O)c1ccc(Br)cc1)n(C)c(=O)c(=O)n2C | 18%
CCOC(=O)c1c(C)c(-c2ccccc2)n(CC(=O)NC2CCCCCC2)c1C | ?
CC(=O)N1CCc2nn(CC(=O)Nc3cccc(F)c3)c(=O)cc2C1 | 46%[activator]
COc1ccccc1CN1C[C@H](O)C[C@H]1c1nc(C2CC2)no1 | -13%[44.1 µM]
CCC(=O)N1CCc2c(C(=O)NCc3cc(OC)ccc3OC)cccc21 | i
Cc1cc(C)n(CCc2nc3c4ccccc4nc(N4CCN(c5cccc(C)c5C)CC4)n3n2)n1 | ?
CCOc1ccc2c(n1)CCN(C(=O)c1ccc(C)cc1)C2 | 12%
Cc1nn(C(=O)CCCC(=O)N2CCC(CCOc3ccccc3)C2)c2ccccc12 (configuration not stated) | i
Cn1nc(-c2ccc(OCC(=O)Nc3ccccc3)cc2)c2ccccc2c1=O | ?
Cc1ccc(Cl)cc1NC(=O)CSc1nc2c(c(=O)[nH]1)CN(Cc1ccccc1)CC2 | -23%
CCc1ccccc1-n1nnc(-c2nsc(NC(=O)c3ccc(C)c(C)c3)n2)c1C | -3%
O=C(Nc1ccccc1[N+](=O)[O-])c1csnn1 | 14%
Cc1cc(NC(=O)CN2C(=O)NC3(CCCCC3)C2=O)ccc1Br | ?
Cc1cc(C(=O)N2CCn3nc(C(O)CO)cc3C2)c2c(C)noc2n1 (configuration not stated) | -17%
CS(=O)(=O)N1C[C@H]2CCN(C(=O)c3c(F)cccc3F)C[C@H]21 | -19%
O=S(=O)(Nc1cc(F)ccc1F)c1ccc2[nH]c3c(c2c1)CCCCC3 | 14%
CCOC(=O)C1CCCN(C(=O)Cn2ncc3c4ccccc4n(Cc4ccc(F)cc4)c3c2=O)C1 (configuration not stated) | ?
O=C(NCCC1=CCCCC1)C1(CCO)CCN(c2ncccn2)C1 (configuration not stated) | -8%
O=C(Cc1cccc(F)c1)N1CCCC(c2noc(COc3ccccc3)n2)C1 (configuration not stated) | ?
Cc1ccc(N(C)S(=O)(=O)c2ccc3c(c2)C(C)(C)C(=O)N3C)cc1C | 6%
O=C(c1ccsc1)N1CCC2(CC1)CC(N(Cc1ccccc1)C1CC1)CCO2 (configuration not stated) | -28%

A second format for some results above:
SMILES	Pf Dd2 growth
CCOc1ccc2c(n1)CCN(C(=O)c1ccc(C)cc1)C2	12%
Cc1nn(C(=O)CCCC(=O)N2CCC(CCOc3ccccc3)C2)c2ccccc12 (configuration not stated)	i
Cn1nc(-c2ccc(OCC(=O)Nc3ccccc3)cc2)c2ccccc2c1=O	?
Cc1ccc(Cl)cc1NC(=O)CSc1nc2c(c(=O)[nH]1)CN(Cc1ccccc1)CC2	-23%
CCc1ccccc1-n1nnc(-c2nsc(NC(=O)c3ccc(C)c(C)c3)n2)c1C	-3%
O=C(Nc1ccccc1[N+](=O)[O-])c1csnn1	14%
Cc1cc(NC(=O)CN2C(=O)NC3(CCCCC3)C2=O)ccc1Br	?

Structural class: the entries above containing an NH in an aromatic ring
SMILES | Pf Dd2 growth
Cc1ccc(Cl)cc1NC(=O)CSc1nc2c(c(=O)[nH]1)CN(Cc1ccccc1)CC2 | -23%
O=S(=O)(Nc1cc(F)ccc1F)c1ccc2[nH]c3c(c2c1)CCCCC3 | 14%

Other compounds
SMILES | Pf Dd2 growth
CCOC(=O)c1c(NC(=O)COc2ccc(F)cc2)sc2c1CCC(C)C2 (configuration not stated) | ?
COc1cccc(N2CCN(C(=O)c3nc(-c4ccc(Cl)cc4)n4c3CCCCC4)CC2)c1 | 32%[activator]
COCC1CN(C(C)=O)CC12CCN(C(=O)COc1ccc(Cl)cc1)CC2 (configuration not stated) | ?
COc1ccc2c(CNCc3ccco3)c(C(=O)O)n(Cc3ccccc3)c2c1 | -8%
O=C(Cn1c(-c2cccs2)cc2cc(F)ccc21)NCCc1ccc(Cl)cc1 | ?
CC(C)CN(Cc1cccnc1)C1CN(C(=O)CC2CCCCC2)C1 | ?
Cc1ccc(C2Cn3nnc(C(=O)N4CCC(C(=O)Nc5ccc(C)c(F)c5)CC4)c3CO2)cc1 (configuration not stated) | i
COc1ccc(OC)c(-n2cnc3cc(C(=O)NCCc4ccccc4)ccc32)c1 | -22%
COCCn1c2c(c(=O)n1-c1ccccc1)CCN(C(=O)c1nc3ccccc3[nH]1)C2 | 23%[44.1 µM]
CN(C)C[C@H]1O[C@H](Cc2cc(CN(C)Cc3ccccc3)on2)CC[C@@H]1O | -19%[44.1 µM]
O=C(c1nc(-c2ccsc2)c2ccccn12)N1CCOCC1 | -21%[44.1 µM]
CC(C)C1=NOC2(CCN(C(=O)c3ccccn3)C2)C1 (configuration not stated) | 11%[44.1 µM]
O=C(NCc1nnc2c(-c3nc(C4CC4)no3)cccn12)c1ccc(F)cc1 | i
O=C1CC2CCCC(C1)N2[S+](=O)([O-])c1cc(C(F)(F)F)cc(C(F)(F)F)c1 | -17%
O=C(Nc1cc(F)cc(F)c1)N1CCCC2(C1)Nc1cccnc1NC2=NC1CCCC1 (configuration not stated) | -16%[5.79 µM]
O=C(C1CCCC1)N1CCC2(C1)C(=O)N(CCc1ccccc1)c1ccccc12 (configuration not stated) | ?
CN1CCCC1c1nc(C2CN(S(=O)(=O)c3ccc4c(c3)CCC4)C2)no1 (configuration not stated) | -4%
CCOc1ccccc1C1CC(=O)NC(C)=C1C(=O)OCc1ccc(C)cc1 (configuration not stated) | ?
O=C(N[C@H]1CCN2C(=O)c3ccccc3NC(=O)[C@@H]2C1)c1ccncc1 | -1%[44.1 µM]
CCOc1ccc(NC(=O)c2cc(S(=O)(=O)N3CCN(c4ccccc4F)CC3)ccc2F)cc1 | ?
Cc1noc2c(NC3CCN(C)CC3)cc(-c3cccs3)nc12 | i
Cc1noc([C@H]2CCN(Cc3cccs3)C[C@H]2NC(=O)C2CC2)n1 | 37%[activator][5.79 µM]
C[C@@H](NC(=O)c1ccccc1)c1c(-c2ccc(Cl)cc2)noc1C(=O)O | -4%[44.1 µM]
CC(C)(C)CC(=O)N1CC[C@H]2NC(=O)N(c3ccc(Oc4ccccc4)cc3)C(=O)[C@H]21 | ?
CN(C)C(=O)C1CN(C(=O)c2ccc3c(c2)OCO3)CC12CCOCC2 (configuration not stated) | 2%

A run of entries taken from the entries so far, for reference:
SMILES | Pf Dd2 growth
C[C@@H](NC(=O)c1ccccc1)c1c(-c2ccc(Cl)cc2)noc1C(=O)O | -4%[44.1 µM]
CC(C)(C)CC(=O)N1CC[C@H]2NC(=O)N(c3ccc(Oc4ccccc4)cc3)C(=O)[C@H]21 | ?
CN(C)C(=O)C1CN(C(=O)c2ccc3c(c2)OCO3)CC12CCOCC2 (configuration not stated) | 2%

The results go on:
SMILES | Pf Dd2 growth
CC(C)c1noc(-c2cccn3c(CNC(=O)C4CC4)nnc23)n1 | 44%[activator]
Cc1c(Cl)cccc1-c1ccc(C(=O)Nc2ccc3oc(-c4cccnc4)nc3c2)o1 | ?
O=C([C@@H]1C[C@H](Oc2ccccc2)CN1C(=O)CN1CCCCCC1)N1CCCC1 | ?
O=C1CCN(C(=O)C2CCN(C(=O)c3cnccn3)CC2)CCCCCCN1 | -11%
O=C(Nc1ccc2c(c1)OCCO2)N1CCCCC1c1nc(CCOCC2CC2)no1 (configuration not stated) | -4%
COc1ccc(NC(=O)c2ccc3c(c2)N(C)C2CCCCN2C3=O)cc1Cl (configuration not stated) | ?
COc1cccc(Nc2ccc3c(n2)C(C)(C(=O)NCCc2cnc[nH]2)CN(C)C3)c1 (configuration not stated) | -2%[44.1 µM]
O=C(Nc1ccc(-c2nc3cc(NC(=O)c4ccccc4Cl)ccc3o2)cc1)c1ccccc1Cl | ?
Cn1cc(-c2cc3n(n2)CCC(=O)N3CCCC(=O)Nc2ccc(F)cc2F)c2ccccc21 | -20%
CCCN(CC1CCOC1)S(=O)(=O)c1cccc(F)c1 (configuration not stated) | 35%[activator][5.79 µM]
CC(C)CCN1CCC(N2CCN(C(=O)c3ccc(F)cc3)CC2)C1=O (configuration not stated) | -1%
Cc1cccc(CC(=O)N2CCCCC2c2n[nH]c(C)n2)c1 (configuration not stated) | 2%
COc1ccc(Nc2cc(C(=O)NCCCN3CCN(c4ccccc4F)CC3)c3ccccc3n2)c(OC)c1 | 10µM*
CC1(c2ccccc2)N(Cc2ccccc2F)C(=O)OC12CCN(Cc1c[nH]c3ccccc13)CC2 (configuration not stated) | ?
Cc1ccc(Cn2c(=O)n(CC3CCC(C(=O)N4CCOCC4)CC3)c(=O)c3sccc32)cc1 (configuration not stated) | -7%
COc1ccccc1C1=NOC(C(=O)NC(C)(C)C)C1 (configuration not stated) | -11%
O=C([C@@H]1C[C@H](Oc2ccccc2)CN1S(=O)(=O)c1cccnc1)N1CCOCC1 | 22%
Cc1ccc(N2C(=O)[C@@H]3CSC(c4ccc(Cl)cc4)N3C2=O)cc1 (some centres not stated) | 21%
COCc1ncc(C)n1CCNC(=O)c1cc(-c2ccc(C)c(C)c2)n[nH]1 | ?
CCc1ccc2nc(N3CCN(C(=O)c4ccco4)CC3)sc2c1 | i
COCc1cc(C[C@@H]2CC[C@H](O)[C@@H](CNC(=O)c3ccccc3)O2)no1 | -21%[44.1 µM]
Fc1ccc(Nc2c(-c3c[nH]c4ccccc34)nc3ccccn23)cc1 | ?
CC(C)NC(=O)C[C@@H]1CCNC[C@@H]1Cc1cc(CC2CCCCC2)on1 | i
O=c1cc(N2CCOCC2)oc2c(-c3cccnc3)nccc12 | -27%[44.1 µM]
CCn1ncc(CN(C)C(=O)c2c(C)oc3c2CN(Cc2ccc(OC)cc2)CC3)c1C | 11µM*
The results go on:
SMILES | Pf Dd2 growth
Cc1ccc2c(c1)nc1n2[C@@H](CNC2CCOCC2)COC1 | 13%[44.1 µM]
COc1ccc(C(=O)N2CCC(C(=O)Nc3ccc(Cl)cc3)CC2)cc1 | i
Cn1nccc1CN1CCC12Cc1ccccc1NC2=O (configuration not stated) | 8%[44.1 µM]
COc1cncc([C@@H](NC(=O)CCc2scnc2C)C2CC(O)C2)c1 (some centres not stated) | -24%
COc1ccc(S(=O)(=O)N2Cc3ccccc3CC2C(=O)Nc2cc(Cl)ccc2Cl)cc1 (configuration not stated) | 10µM*
COC[C@@H]1CN(c2cnccn2)C[C@H]1C(=O)Nc1ccc(OC)nc1 | ?
CCn1cc(CN(C)CC2(O)CCCN(Cc3ccc(C(C)C)cc3)C2=O)cn1 (configuration not stated) | ?
COc1ccc(-c2noc(CC3CCN(C(=O)c4ccc5c(c4)OCO5)CC3)n2)cc1 | 11µM*
O=C1CC2CCCC(C1)N2C(=O)c1cccc2[nH]ccc12 | i
Cc1cccc(N(C)C(=O)Cn2c(-c3cccc(Cl)c3)nc(C)c(CCO)c2=O)c1 | ?
CCNC(=O)N1CC(c2nnc(C(C)C)o2)C2(CCOCC2)C1 (configuration not stated) | 46%[activator]
COCCN1C(=O)c2ccccc2C(C(=O)Nc2ccccc2C)C12CCCCC2 (configuration not stated) | ?
CCC1CN(C(=O)N2CCC(C(=O)NCCC3=CCCCC3)CC2)c2ccccc2O1 (configuration not stated) | -21%
CC(C)(C)NC(=O)Cn1nc2n(c1=O)CCN(Cc1cccc(Cl)c1)C2=O | -4%
COc1ccccc1-c1cnc(NC(=O)c2cnccn2)c2c1CCO2 | -10%[44.1 µM]
Cc1ccc(C(=O)N2CCCC3(C2)NC(=O)N(Cc2ccccc2)C3=O)cc1 (configuration not stated) | -17%
Cc1ccc(-c2noc(-c3ccc(N4CCN(C)CC4)c([N+](=O)[O-])c3)n2)cc1 | 15%
COc1cccc(C(=O)Nc2ccc3oc(-c4ccc5ccccc5c4)nc3c2)c1 | i
COc1ccc(CNC(=O)Cn2c(-c3ccc(F)cc3)nc(C)c(CCO)c2=O)cc1 | -13%
O=C(CSc1nc(Nc2ccccc2)c2ccccc2n1)c1ccc(Cl)cc1 | ?
Cc1nn(-c2ccc(F)cc2)c(Oc2ccccc2F)c1CCC(=O)NCC(C)C | -6%
CNC(C)c1ccccn1 (configuration not stated) | 7%[44.1 µM]
COc1cc(OC)cc(-c2nc3nc(C)c(CCC(=O)Nc4ccc(C)cc4)c(C)n3n2)c1 | 3%
O=C(c1cscn1)N1CCc2nn(CC3CC3)c(=O)n2CC1 | 13%
COc1ccc(C(=O)Nc2ccc(-c3nc4ncccc4o3)cc2C)cc1Br | -14%
New compounds follow
SMILES | Pf Dd2 growth
C[S+](=O)([O-])c1ccc(-c2ccc3ncn(-c4ccc(F)cc4F)c(=O)c3n2)cc1 | i
CCOC(=O)c1cnc2c(ccc3ccccc32)c1Nc1cccc(OC)c1 | 51%[activator]
CS(=O)(=O)N1CCCN(C(=O)c2ccncc2)CCNC(=O)CC1c1ccccc1 (configuration not stated) | -16%
COc1cccc(-c2cc(C3CCN(C(=O)Nc4ccc(F)cc4F)CC3)[nH]n2)c1 | -4%
O=C(C1CCC1)N1CC[C@H]2COC(=O)N2c2ccccc2C1 | 6%[44.1 µM]
O=C(NCCS(=O)(=O)N1CCN(c2ccc(F)cc2)CC1)c1ccccc1Br | i
O=C([C@H]1C[C@H](Oc2ccccc2)CN1S(=O)(=O)Cc1ccccc1F)N1CCOCC1 | i
CC(=O)c1cccc(NC(=O)CSc2nc3c(c(=O)[nH]2)CCC3)c1 | i
Cc1ccccc1-c1[nH]nc2ncc(-c3cccc(O)c3)nc12 | i
Cc1nnnn1-c1cccc(C(=O)N2CC[C@@](O)(C3CCOCC3)[C@H](C)C2)c1 | 12%
COCCN1C(=O)c2cccn2CC1CNS(=O)(=O)c1c(C)noc1C (configuration not stated) | -1%

Some of the compounds tested (hit frequency here may not be typical).
